Bioassay records (PubChem)
SENP8 block-1: SENP8 protease inhibition; purified SENP8, Z-RLRGG-aminoluciferin cleavage, luminescence; AID 2540; Q96LD8; 330,000 tested, 1.2% active; inhibition, % at 10 µM; in the data active means inhibition above about 50%
Target sequence (Q96LD8 whole entry, looked up): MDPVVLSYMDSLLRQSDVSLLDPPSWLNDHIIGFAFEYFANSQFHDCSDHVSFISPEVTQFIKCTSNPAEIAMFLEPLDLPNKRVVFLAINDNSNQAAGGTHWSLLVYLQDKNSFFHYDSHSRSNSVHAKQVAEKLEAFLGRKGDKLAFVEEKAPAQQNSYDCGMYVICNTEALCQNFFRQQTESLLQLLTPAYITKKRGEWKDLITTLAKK
beta cell repl: MIN6 beta-cell proliferation induction; MIN6 cells proliferation, ATPlite luminescence, 48 h; cells starved in 0.2% serum; 100% = growth in 10% serum; proliferation, % at 10 µM; 330,000 tested, 0.29% active; AID 2380;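 active means compounds whose signal lies at least 3.5 SD above the mean of all wells on their plate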;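 further: 0% = DMSO-treated cells in low-serum medium and 100% = 10% serum control; some compounds called inactive have numbers as strong as hits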
HKDC1 inh: HKDC1 (human) hexokinase inhibition; AID 493160; 340,000 tested, 0.16% active; inhibition, % at 20 µM; recombinant HKDC1, G6PDH/diaphorase resazurin coupled fluorescence;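 active means inhibition above about 35% when tested at 20 µM, limit read from the data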;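 further: plate controls were DMSO wells with enzyme for no effect and DMSO wells lacking enzyme for full effect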
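Material: recombinant HKDC1 hexokinase; Amount: HKDC1 at 5 µg/mL; Medium: Tris pH 8.0 buffer with MgCl2, Tween-20, BSA, BME; Schedule: 90 min reaction incubation at room temperature, dark; Technique: coupled resazurin fluorescence, excitation 525 nm, emission 613 nm.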
SENP8 block-2: SENP8 (human) protease inhibition; 360,000 tested, 0.64% active; Q96LD8; AID 602440; inhibition, % at 20 µM; recombinant SENP8, Nedd8 substrate fluorescence; in the data active means inhibition mostly above about 40%, no sharp cut-off; inactive means mostly below about 27%
UBC13 inh: blocks human UBC13 polyubiquitin chain formation | P61088 | TR-FRET | inhibition, % at 20 µM | 330,000 tested, 0.47% active | AID 485273; in the data active means inhibition above about 45%, passing the limit was not always enough
SENP6 inh: SENP6 protease inhibition. Q9GZR1. Recombinant SENP6 catalytic domain, aminoluciferin luminescence. inhibition, % at 10 µM. 330,000 tested, 1.8% active. AID 2599;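 active means inhibition above about 50% at the single tested dose, limit read from the data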;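 further: plate controls were DMSO wells with enzyme for no effect and DMSO wells lacking enzyme for full effect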
Target sequence (Q9GZR1 628-1112 limits assumed): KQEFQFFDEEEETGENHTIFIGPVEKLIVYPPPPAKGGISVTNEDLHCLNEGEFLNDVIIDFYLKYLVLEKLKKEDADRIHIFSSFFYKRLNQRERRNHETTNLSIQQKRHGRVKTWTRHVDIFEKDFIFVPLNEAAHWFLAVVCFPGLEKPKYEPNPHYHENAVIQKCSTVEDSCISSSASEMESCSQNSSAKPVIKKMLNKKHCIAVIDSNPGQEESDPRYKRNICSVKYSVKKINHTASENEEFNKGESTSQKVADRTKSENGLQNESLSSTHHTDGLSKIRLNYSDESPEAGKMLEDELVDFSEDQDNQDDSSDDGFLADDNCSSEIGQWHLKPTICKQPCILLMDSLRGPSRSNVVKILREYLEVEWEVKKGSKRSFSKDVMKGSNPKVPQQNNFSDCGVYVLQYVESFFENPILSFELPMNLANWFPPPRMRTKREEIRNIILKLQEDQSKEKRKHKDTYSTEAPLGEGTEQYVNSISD
SENP7 inh: blocks the human protease SENP7 | Q9BQF6 | recombinant SENP7, Z-RLRGG-aminoluciferin luminescence, 40 min | AID 434973 | 330,000 tested, 1.5% active | inhibition, % at 5 µM;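 active means inhibition above about 50% at the single test dose, limit read from the data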;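 further: plate controls were DMSO with enzyme for no effect and no enzyme buffer wells for full effect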
SENP1 inh: SENP1 (human) catalytic domain inhibition. Q9P0U3. recombinant SENP1 catalytic domain, CyPet-SUMO1-YPet FRET cleavage. inhibition, % at 10 µM. 360,000 tested, 0.21% active;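 active means inhibition at least 30% at 10 µM, raw YFP signal under a set limit, fluorescence ratio 0.5 to 1.5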;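 further: 0% = enzyme with DMSO and 100% = no enzyme wells; some results filed as inactive read as strong as hits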
Target sequence (Q9P0U3 419-644 limits assumed): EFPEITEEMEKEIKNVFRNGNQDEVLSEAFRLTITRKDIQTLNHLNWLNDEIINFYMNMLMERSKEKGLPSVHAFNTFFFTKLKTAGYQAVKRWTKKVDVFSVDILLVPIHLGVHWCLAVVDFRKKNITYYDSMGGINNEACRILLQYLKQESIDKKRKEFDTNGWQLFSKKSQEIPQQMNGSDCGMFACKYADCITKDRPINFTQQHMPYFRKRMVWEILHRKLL
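material = recombinant human SENP1 catalytic domain, His6-tagged | quantity = 20 pM enzyme | reagent = 25 nM SUMO1 FRET substrate | compound dosing = 10 µM single point, 0.5% DMSO | timing = 50 min enzyme reaction, room temperature, light-protected | detection = FRET, CFP and YFP emission | control set = no-enzyme low, enzyme-DMSO high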
PfG6PD inh: PfG6PD (Plasmodium falciparum) enzyme inhibition. PfGluPho enzyme, NADPH resazurin-diaphorase fluorescence. 350,000 tested, 0.78% active. inhibition, % at 20 µM;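 active means inhibition reaching at least a set limit at 20 µM in the primary screen, cut at about 59% in these data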;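 further: 0% = DMSO wells with substrate and 100% = DMSO wells lacking glucose-6-phosphate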
* marks the source's active call; other numbers are inactive results; x = no result given.

SMILES	SENP8 block-1	beta cell repl	HKDC1 inh	SENP8 block-2	UBC13 inh	SENP6 inh	SENP7 inh	SENP1 inh	PfG6PD inh
CCN(C(=O)CN1CCCC(C)C1)c1c(N)n(Cc2ccccc2)c(=O)[nH]c1=O (stereo not drawn)	-7	-1	-4	-6	-15	-6	-3	-5	10
COc1cccc(CNc2ccc3c(c2)CCC3)c1	-2	-4	-4	-206	-1	5	-11	-30	3
O=C(O)CCc1nn2c3ccccc3n(Cc3ccccc3)c2nc1=O	-2	-2	-7	-335	5	-20	-7	1	-15
c1nnc(NC2=NCCCCC2)s1	-1	-1	-10	7	4	0	-5	2	-7
CN(CCc1ccccc1)C1CCCN(S(=O)(=O)c2cccc(F)c2)C1 (stereo not drawn)	-1	-1	-6	6	8	3	6	-5	-9
CSc1nnc(NC(=O)c2ccc(S(=O)(=O)N3CCOCC3)cc2)s1	-4	-2	-4	-5	4	-16	3	2	-7
CN1CCN(C(=S)NC(=O)c2ccc(Br)cc2)CC1	-1	-2	0	30	-2	-29	-11	0	-4
CCOC(=O)C1CCN(c2ncnc3c2cnn3C)CC1	-6	5	-3	18	-1	-20	-4	0	3
Cc1ccc(C(=O)Nc2cc(Cl)ccc2-n2cncn2)o1	-2	-2	2	-47	-2	4	1	-18	16
Cc1nn(CC(=O)Nc2ccccc2)c(=O)c2ccccc12	-3	0	5	13	6	-18	-1	1	-7
CC(C)(C)c1cc(CCC(=O)NCCc2ccccn2)cc(C(C)(C)C)c1O	-4	-4	0	10	7	-8	-6	1	1
COc1ccc(NC(=O)CN2CCN(CC(=O)Nc3ccc(OC)cc3)CC2)cc1	4	2	0	0	-8	32	11	0	9

Gathered by group, those above containing a halogen
SMILES	SENP8 block-1	beta cell repl	HKDC1 inh	SENP8 block-2	UBC13 inh	SENP6 inh	SENP7 inh	SENP1 inh	PfG6PD inh
CN(CCc1ccccc1)C1CCCN(S(=O)(=O)c2cccc(F)c2)C1 (stereo not drawn)	-1	-1	-6	6	8	3	6	-5	-9
CN1CCN(C(=S)NC(=O)c2ccc(Br)cc2)CC1	-1	-2	0	30	-2	-29	-11	0	-4
Cc1ccc(C(=O)Nc2cc(Cl)ccc2-n2cncn2)o1	-2	-2	2	-47	-2	4	1	-18	16

(list continues)
SMILES	SENP8 block-1	beta cell repl	HKDC1 inh	SENP8 block-2	UBC13 inh	SENP6 inh	SENP7 inh	SENP1 inh	PfG6PD inh
[O-][N+]12CC[N+]([O-])(CC1)c1ccccc12	1	0	-6	20	-4	5	-3	-1	-6
COc1ccccc1NC(=O)/C(=C/c1ccncc1)NC(=O)c1ccccc1	-6	1	-4	14	-5	-8	-4	2	-5
Cc1cc(Cl)ccc1N(CC(=O)N=Nc1c(O)[nH]c2ccccc12)S(C)(=O)=O	8	-3	1	18	-13	-11	9	1	-1
CNC(=O)NC(=O)CSc1ccc(NC(C)=O)cc1	2	-3	-5	8	9	0	1	1	-2
O=C(CCc1nnc2n(Cc3ccc(Cl)cc3)c(=O)c3ccccc3n12)NCCCN1CCOCC1	14	-1	-3	16	-5	14	2	4	8
COc1ccc(N2CCN(C(=O)c3ccc4c(c3)NC(=O)C(CSCc3cccc(F)c3)N4)CC2)cc1 (stereo not drawn)	9	-7	x	x	-25	3	5	x	x
Cc1ccc2cc(CN(CC(C)C)C(=O)C3CCCO3)c(=O)[nH]c2c1 (stereo not drawn)	3	-4	-8	-29	1	1	8	-6	5
Cn1nc(-c2ccc(Cl)cc2)c2cc(C(=O)NCCCN3CCOCC3)sc21	-11	-4	-3	-368	14	-6	-14	5	20
CN(C)S(=O)(=O)c1ccc(C(=O)OCC(=O)c2ccc(OC(F)F)cc2OC(F)F)cc1	-2	2	5	3	3	-10	-8	-2	-6
COCCn1c(C)cc(C(=O)COC(=O)/C=C/c2cccc(OC)c2)c1C	4	2	-11	-15	-2	1	0	2	-7
CCOC(=O)N1CCC(=NNC(N)=O)CC1	3	3	-13	1	5	-30	3	0	-10
Cc1onc(-c2ccccc2)c1C(=O)N(Cc1ccco1)Cc1cccs1	x	x	0	9	x	x	x	1	83*

Shown field by field: entries from further up.
> CN(C)S(=O)(=O)c1ccc(C(=O)OCC(=O)c2ccc(OC(F)F)cc2OC(F)F)cc1
  SENP8 block-1 = -2; beta cell repl = 2; HKDC1 inh = 5; SENP8 block-2 = 3; UBC13 inh = 3; SENP6 inh = -10; SENP7 inh = -8; SENP1 inh = -2; PfG6PD inh = -6

> COCCn1c(C)cc(C(=O)COC(=O)/C=C/c2cccc(OC)c2)c1C
  SENP8 block-1 = 4; beta cell repl = 2; HKDC1 inh = -11; SENP8 block-2 = -15; UBC13 inh = -2; SENP6 inh = 1; SENP7 inh = 0; SENP1 inh = 2; PfG6PD inh = -7

Part of the list above, in markdown.
| structure | SENP8 block-1 | beta cell repl | HKDC1 inh | SENP8 block-2 | UBC13 inh | SENP6 inh | SENP7 inh | SENP1 inh | PfG6PD inh |
| --- | --- | --- | --- | --- | --- | --- | --- | --- | --- |
| COc1ccccc1NC(=O)/C(=C/c1ccncc1)NC(=O)c1ccccc1 | -6 | 1 | -4 | 14 | -5 | -8 | -4 | 2 | -5 |
| Cc1cc(Cl)ccc1N(CC(=O)N=Nc1c(O)[nH]c2ccccc12)S(C)(=O)=O | 8 | -3 | 1 | 18 | -13 | -11 | 9 | 1 | -1 |
| CNC(=O)NC(=O)CSc1ccc(NC(C)=O)cc1 | 2 | -3 | -5 | 8 | 9 | 0 | 1 | 1 | -2 |
| O=C(CCc1nnc2n(Cc3ccc(Cl)cc3)c(=O)c3ccccc3n12)NCCCN1CCOCC1 | 14 | -1 | -3 | 16 | -5 | 14 | 2 | 4 | 8 |

(list continues)
SMILES	SENP8 block-1	beta cell repl	HKDC1 inh	SENP8 block-2	UBC13 inh	SENP6 inh	SENP7 inh	SENP1 inh	PfG6PD inh
COc1cc(CN2CCC(Cc3ccccc3)CC2)c([N+](=O)[O-])cc1OC	-9	-1	-3	1	-15	-23	-12	-2	30
COc1ccccc1N1CCN(S(=O)(=O)c2ccc(-n3cnnn3)c(C)c2)CC1	-8	-3	-10	4	-7	-3	-10	1	0
Cc1ccccc1NC(=O)Cn1c(O)c(N=NC(=O)c2ccccc2O)c2ccccc21	x	x	4	23	x	x	x	8	22
O=C(Cc1ccc(F)cc1)N1CCC2(CC1)NCCc1[nH]cnc12	-5	-2	-5	2	0	1	16	1	-15
CN(C(=O)c1ccccc1)c1ccccc1C(=O)NCCc1ccccc1	-5	-2	0	5	-2	-2	8	2	2
CC(C)(C)NC(=O)COC(=O)c1ccc(Cl)nc1	-3	1	1	6	2	-10	1	1	0
O=C(O)C1=C[C@@H](C2CCCCC2)C[C@@H](OCCCCO)O1	9	-2	3	22	-14	0	-7	1	-5
Cc1ccc(C(C)C)c(OCC(O)CN2CCN(CCO)CC2)c1 (stereo not drawn)	-7	-2	-10	8	6	-20	-1	-4	-15
CC(C)(C)C(=O)Nc1ccnn1C1CCN(C(=O)c2ccc(Cl)cc2F)CC1	-9	-4	-4	-6	-10	-2	12	0	2
COc1ccc(N2CCN(C3CCCN(Cc4ccc(F)c(F)c4)C3)CC2)cc1 (stereo not drawn)	14	-2	-2	17	5	7	-5	1	-8
Cc1ccc(Cl)cc1NC(=S)Nn1cnnc1	3	-2	27	7	-14	6	0	2	41
Nc1c(N(CCC2=CCCCC2)C(=O)c2ccc([N+](=O)[O-])o2)c(=O)[nH]c(=O)n1Cc1ccccc1	2	-8	8	-53	-22	-8	-4	-41	6
COc1ccc(-c2cc(C(=O)N/N=C(\C)c3cccnc3)c3cc(C)ccc3n2)cc1OC	7	5	-9	-372	-4	8	-9	0	-6
CCCS/C(N)=N/N=C/c1cc(C)ccc1O	10	0	-4	32	-6	53*	11	3	-11
CCOc1cccc(C2C(C(=O)c3ccco3)=C(O)C(=O)N2c2nnc(C)s2)c1 (stereo not drawn)	4	-5	0	-62	-34	1	4	11	20
O=C(Nc1ccc(F)cc1F)c1cncc(Br)c1	10	0	-2	21	1	5	-1	3	-9
CCOc1ccc2[nH]c3c(N4CCc5ccccc5C4)ncnc3c2c1	3	-6	3	-464	10	-10	2	-10	56
Cc1ccc(S(=O)(=O)/N=C(\CN2CCCCC2)N2CCOCC2)cc1	3	-2	-7	5	5	-1	-1	2	1
Clc1c(CSc2nc3ccccc3o2)nc2ccccn12	19	4	2	4	9	52*	37	-1	16
CCC1=C(OC(=O)N(CC)CC)N2C(=O)OC(=NCC(=O)OC)[C@]2(C)[C@H]2C1=CC[C@H]1C(=O)N(CC)C(=O)[C@H]12	7	-5	-4	9	-7	-5	-3	8	6
O=C1C=CC(=Nc2ccc3c(c2)Cc2cc(F)ccc2-3)O1	x	x	-1	-57	x	x	x	1	61*
CCOC(=O)c1oc2cc(C)cc(O)c2c(=O)c1-c1csc(C)n1	-10	3	-4	31	-8	-14	-3	2	-14
O=C(Nc1ccc(F)cc1)c1ccc2nsnc2c1	6	1	-4	17	-4	44	44	1	20
CC(C)c1ccc(OCc2cccc(C(=O)N/N=C/c3cccnc3)c2)cc1	x	x	-6	5	x	x	x	2	13

Among those listed so far, these contain bromine.
SMILES	SENP8 block-1	beta cell repl	HKDC1 inh	SENP8 block-2	UBC13 inh	SENP6 inh	SENP7 inh	SENP1 inh	PfG6PD inh
CN1CCN(C(=S)NC(=O)c2ccc(Br)cc2)CC1	-1	-2	0	30	-2	-29	-11	0	-4
O=C(Nc1ccc(F)cc1F)c1cncc(Br)c1	10	0	-2	21	1	5	-1	3	-9
